iPSC survival up = hiPSC single-cell survival enhancement; 360,000 compounds, 0.044% hits; survival enhancement, % at 20 µM; ATPlite luminescence; 100% = ROCK inhibitor wells, 0% = DMSO; in the data active means survival enhancement above about 18%;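 further: cells exposed to compounds for 16 hours before the ATP read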
TRPM1 prom inh = inhibitors of MITF-driven TRPM1 promoter in melanoma cells. SK-MEL-5 TRPM1 promoter luciferase, 24 h. 330,000 compounds, 0.83% hits. inhibition, % at 12.5 µM;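 active means mean inhibition across replicates of 60% or more, whatever share of single replicates reaches that level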; further: values of inactives mirror those of a sister screen read the other way
KKLEB cytotox = counter-screen for CF NF-kB inhibitors: cytotoxicity. KKLEB CF airway cells viability, ATPlite luminescence, overnight; stronger effect = lower value; cells stimulated with P. aeruginosa culture filtrate. activity change (cytotoxicity), % at 5 µM. 360,000 compounds, 0.36% hits. AID 602141;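 active means corrected activity change at or below -50% at 5 µM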
NR2E3 ag-1 = human photoreceptor-specific nuclear receptor agonism; CHO-S Gal4-NCOR/VP16-NR2E3 two-hybrid, luciferase; inhibition of corepressor binding, % at 3.98 µM; 360,000 compounds, 0.35% hits; AID 602229;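 active means inhibition above the mean of all tested compounds plus 3 SD, cut at about 70% in these data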;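 further: 0% = DMSO with NR2E3 transfected cells and 100% = cells lacking NR2E3 construct; higher means lower luciferase signal from less NR2E3 corepressor binding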
Target sequence (Q9Y5X4 whole entry, looked up, the tested form may be a part): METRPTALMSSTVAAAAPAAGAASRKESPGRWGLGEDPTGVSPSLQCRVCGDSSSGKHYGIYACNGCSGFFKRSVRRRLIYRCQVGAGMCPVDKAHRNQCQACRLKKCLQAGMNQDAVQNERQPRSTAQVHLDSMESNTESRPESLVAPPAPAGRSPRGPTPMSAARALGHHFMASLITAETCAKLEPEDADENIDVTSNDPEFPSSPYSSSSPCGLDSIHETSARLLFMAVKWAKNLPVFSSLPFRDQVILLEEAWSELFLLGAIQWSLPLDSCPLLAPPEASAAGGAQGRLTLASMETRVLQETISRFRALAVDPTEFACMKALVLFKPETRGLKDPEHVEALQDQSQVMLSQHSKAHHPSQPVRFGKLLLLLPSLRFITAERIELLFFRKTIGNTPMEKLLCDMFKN
Peg3 prom inh = inhibitors of Peg3 promoter; HeLa PEG-Prom luciferase reporter, luminescence, overnight; inhibition, % at 20 µM; 360,000 compounds, 1.7% hits;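 active means inhibition of at least 50% at 20 µM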
NR2E3 ag-2 = activates human photoreceptor nuclear receptor NR2E3; GST-NR2E3/biotin-RetCOR TR-FRET, 1536-well; AID 2300; inhibition of corepressor binding, % at 4.78 µM; 320,000 compounds, 0.12% hits; Q9Y5X4;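 active means percent inhibition above the cutoff of mean plus 3 SD of all tested compounds, set per screening campaign, cut at about 20% in these data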;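 further: 0% = DMSO wells and 100% = biotin wells as full block of FRET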
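System: GST-NR2E3 and biotin-RetCOR proteins; probe or stimulus: 7 nM biotin-RetCOR; doses: compound at 4.8 µM, single dose; schedule: Compound–protein incubation for 5 h at 4 °C; detection: time-resolved FRET; read-out: percent inhibition; controls: biotin wells as high control, 0.6% DMSO wells as low control; format: 1536-well plates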
Shn3 inh set2 = Schnurri-3 reporter inhibition in Clone20 osteoblasts; Clone20 osteoblast Shn3 3'UTR firefly luciferase, 24 h; inhibition, % at 12.5 µM; 360,000 compounds, 0.52% hits; AID 588674;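 active means mean inhibition of at least 75% with every replicate also reaching 75%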;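 further: 0% = median of neutral control wells and 100% = pilot-screen positive control compound; some compounds past the cut are filed as inactive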
LMP1 NFkB inh = reduces LMP1-driven NF-kappaB luciferase signal; inhibition, % at 12.5 µM; 350,000 compounds, 0.69% hits; LMP1-induced NF-kappaB luciferase reporter cells, luminescence; in the data active means inhibition above about 41%;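 further: 0% = neutral control wells and 100% = reference inhibitor control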
CF NFkB inh = cystic fibrosis NF-kB activation inhibition | KKLEB NF-kB-GFP reporter, PAF-induced, GFP fluorescence overnight | inhibition, % at 5 µM | 360,000 compounds, 0.86% hits | AID 588850;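 active means at least 50% inhibition at 5 µM, scaled per plate between neutral and stimulator controls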;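 further: PAF is a Pseudomonas aeruginosa culture filtrate used as stimulus; plate controls were PAF-stimulated DMSO wells for no effect and unstimulated DMSO wells for full effect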
C8 TRAIL sens = caspase-8 TRAIL sensitization. NB7+C8 cells + TRAIL, ATPlite viability luminescence. inhibition (viability loss, TRAIL sensitization), % at 10 µM. 360,000 compounds, 1% hits. AID 624354;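 active means compounds causing at least 50% loss of cell viability in the single-dose screen, relative to plate controls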
HIF-2a inh = inhibitors of HIF-2a. AID 624352. 360,000 compounds, 0.72% hits. 786-0 RCC cells HIF-2a reporter, luciferase luminescence, overnight. inhibition, % at 18.8 µM;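 active means inhibition of the luminescence signal of 40% or more relative to plate controls, in a single-dose primary screen at 18.75 µM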
* hit, by the source's call; / = not tested or not shown; & = joins results of further samples. This is a subset. The share of hits here may be higher or lower than overall.

Preview (two entries):
SMILES	iPSC survival up	TRPM1 prom inh	KKLEB cytotox	NR2E3 ag-1	Peg3 prom inh	NR2E3 ag-2	Shn3 inh set2	LMP1 NFkB inh	CF NFkB inh	C8 TRAIL sens	HIF-2a inh
C/C(=N\NC(=O)Cc1cccn1C)c1cccc2ccccc12	-1.4	3	-4	9	11	3	3	-23	-9	-6	-1
Fc1cc(F)cc(NC(=S)NN2CCOCC2)c1	0.0	-5	3	-16	4	-1	25	4	-10	14	13

The listing, repeating the preview:
SMILES	iPSC survival up	TRPM1 prom inh	KKLEB cytotox	NR2E3 ag-1	Peg3 prom inh	NR2E3 ag-2	Shn3 inh set2	LMP1 NFkB inh	CF NFkB inh	C8 TRAIL sens	HIF-2a inh
C/C(=N\NC(=O)Cc1cccn1C)c1cccc2ccccc12	-1.4	3	-4	9	11	3	3	-23	-9	-6	-1
Fc1cc(F)cc(NC(=S)NN2CCOCC2)c1	0.0	-5	3	-16	4	-1	25	4	-10	14	13
O=C(c1ccco1)N1CCN(C(=O)C2CC2)CC1	-1.2	-2	10	-17	-9	1	7	3	-3	-4	19
COc1ccccc1NC(=O)Nc1nc(CC(=O)Nc2ccccc2F)cs1	0.3	8	0	-13	4	-2	20	3	-2	15	-13
Nc1c(-c2ccc(Cl)cc2)cnc2c(-c3ccc(F)cc3)cnn12	-0.5	-108	-12	-150	-346	0	-72	-64	-1	37	-337
CC(Oc1ccccc1)C(=O)Nc1ccccc1F (stereo not given)	-1.7	-6	2	11	-7	3	-2	-4	2	15	-22
COc1ccc(Cl)cc1C(=O)Nn1cnnc1	-0.2	6	10	-35	1	6	15	-2	7	-8	21
COc1ccc(Cl)cc1Nc1nc2ccc(C)cc2n2cnnc12	1.2	-13	-6	0	21	-1	34	1	-26	-3	14
CCOC(=O)N1CCC(NS(=O)(=O)c2cc(C(=O)OC)n(C)c2)CC1	-2.7	/	3	-17	5	1	13	7	4	-15	16
O=C(Oc1cccc([N+](=O)[O-])c1)c1ccc2c(=O)n3c(nc2c1)CCC3	1.9	5	-5	-40	-6	0	-11	-2	21	5	-4
Cn1c(=O)c2c(nc(Br)n2CCSc2nnnn2-c2ccccc2)n(C)c1=O	3.8	4	-1	-3	3	0	4	-5	-5	-6	8
COc1ccc(F)cc1S(=O)(=O)Nc1ccncc1	-0.1	-16	-1	-6	2	0	-7	-3	-23	0	11
CCOC(=O)C1=C(CS(=O)(=O)c2ccccc2)NC(=O)NC1c1cccc(OC)c1 (stereo not given)	-1.8	11	-2	1	16	-1	8	-24	11	3	16
COCc1[nH]nc2c1C(c1ccc(OC)c(OC)c1)C(C#N)=C(N)O2 (stereo not given)	3.3	12	2	0	-1	1	-6	-2	3	-1	11
C/C(=N/NC(=O)c1ccncc1)c1ccc(NC(=O)c2ccccc2)cc1	-0.1	-21	6	-9	-29	/	-15	3	-6	10	-46
O=C(NNc1cc(N2CCOCC2)nc(N2CCOCC2)n1)C12CC3CC(CC(C3)C1)C2	-0.7	-7	-13	-10	8	0	-5	-2	11	-10	16
O=C(CN1C(=O)CSc2ccccc21)Nc1ccccc1C(=O)N1CCOCC1	5.8	29	-1	8	9	3	-5	-12	-6	-15	14
S=C(NCc1ccccc1)NN1CCOCC1	0.4	-8	1	3	6	5	0	4	19	-4	20
O=[N+]([O-])c1ccc(COn2nnc3ccccc32)cc1	1.3	-25	11	10	-78	6	-15	6	-10	4	-129
CCOc1ccc(CCNC(=O)C2CCCN(C(=O)N(C)C)C2)cc1OCC (stereo not given)	3.3	0	5	-11	0	4	11	-5	5	-9	-4
CC(=O)NC(C(=O)NCC(N)=O)C(C)C (stereo not given)	9.1	19	-4	-7	-6	6	-6	-8	-5	8	3
Cn1c(=O)c2c(nc(OCc3ccccc3)n2C)n(C)c1=O	-2.2	/	10	7	-7	-1	-7	13	-4	24	-5
O=C(/C=C/c1ccc2c(c1)OCO2)NCCS(=O)(=O)N1CCN(c2ccc(F)cc2)CC1	-0.1	13	-3	7	11	1	7	-17	4	-6	8
COC(=O)[C@@H](Cc1ccccc1)N(Cc1ccccc1)S(=O)(=O)N(Cc1ccccc1)[C@H](Cc1ccccc1)C(=O)OC	-1.2	3	-11	-15	2	/	71	-10	15	7	-1
CCOc1ccc(N(CC(=O)N2CCCC2)S(=O)(=O)c2ccc(F)cc2)cc1	-0.3	6	2	-3	-1	4	-6	-2	4	-8	8
CCOC(=O)N1CCN(c2c(-c3ccc(C)cc3)c(=O)c2=O)CC1	-1.4	-4	16	10	-3	1	-24	8	-16	-5	5
CSc1cccc(NC(=S)N2CCC(N(C)C3CCCCCC3)CC2)c1	-0.7	-8	-2	5	7	1	8	-1	2	-25	6
COc1ccccc1N1CCN(C(=O)CN(Cc2ccccc2)S(C)(=O)=O)CC1	0.0	-2	-11	-39	12	6	17	3	9	7	17
COCCN(C(=O)CNC(=O)c1ccco1)C(C(=O)NC1CCCC1)c1cccs1 (stereo not given)	1.4	-1	9	0	21	0	4	-12	4	7	22
CC(NC(=O)C(=O)N1CCOCC1)C(c1cccs1)N1CCN(c2ccc(F)cc2)CC1 (stereo not given)	-0.6	2	-4	16	-2	-1	-9	8	-9	5	0
Cc1ccc(C(=O)COC(=O)COc2ccc(C)c(C)c2)cc1	-0.4	17	10	-26	19	/	-3	-6	8	-7	7
O=C(NCc1ccccc1)[C@@H]1C[C@H]1[C@@H](NP(=O)(c1ccccc1)c1ccccc1)c1ccccc1	-1.7	12	-8	22	9	-3	-16	2	12	-14	13
COC(=O)C1CCN(C(=O)[C@H](C)NC(=O)C2CC(=O)N(c3ccc(F)cc3)C2)CC1 (stereo not given in full)	-0.3	5	-7	-19	0	-3	-2	8	13	-1	8
CC(C)(C)C(=O)Nc1nnc(SCC(=O)NCc2cccs2)s1	-2.7	-7	1	-20	8	1	11	9	11	-4	1
CN1CCN(c2oc(-c3ccccc3Cl)nc2S(=O)(=O)c2ccccc2)CC1	-0.6	11	12	-3	13	3	-25	-6	-1	-10	6
CN1CCN(C(=O)COCc2cc(-c3ccc4c(c3)OCO4)on2)CC1	-0.6	-3	1	-3	-36	4	-15	0	9	5	-45
COc1ccc(S(=O)(=O)N2CN(Cc3ccco3)c3nc4ccccc4nc32)cc1	-1.0	-4	4	-15	-41	0	-15	-20	-7	0	-86
O=C(CSc1nnc(-c2ccccc2)n1-c1ccc(Cl)cc1)NC1CCS(=O)(=O)C1 (stereo not given)	1.7	-21	-11	8	-75	-5	-38	-10	-3	-5	-57
CC(=O)Oc1ccc(OC(C)=O)c(SCCCCCCl)c1	-0.8	2	-10	16	14	/	95*	-72	58*	28	-4
Cc1ccnc(NC(=O)c2ccc(NC(=O)c3ccco3)cc2)c1	-1.1	-110	-1	-46	-195	-2	-45	-2	6	8	-236
CCOc1cc(NC(=S)NCCCN2CCOCC2)c(OCC)cc1NC(=O)C1CC1	-1.2	16	3	22	-19	-2	-5	-3	-24	0	15
O=C(NC(=S)Nc1ccccc1)c1cc([N+](=O)[O-])ccc1N1CCOCC1	-0.7	5	-5	-2	1	3	6	-5	12	-2	26
CC1=Nn2c(nnc2C2CCCCC2)SC1	1.2	0	6	-24	16	4	-1	4	-5	-25	11
O=C(COc1ccc(Cl)cc1)NCc1n[nH]c(=O)c2ccccc12	0.5	-18	-5	-16	15	0	11	-12	-5	3	13
OCCC1CN(Cc2nc(-c3ccccc3)cs2)CCN1Cc1ccc(F)cc1 (stereo not given)	-0.1	9	8	0	6	2	51	7	-3	16	6
c1ccc2c(CSCCc3ccncc3)cccc2c1	-1.3	5	1	-10	-28	1	-8	-16	-10	6	-36
O=C(NCCOc1ccc(F)cc1)C1CCC(=O)N(CCCN2CCOCC2)C1 (stereo not given)	-0.5	-3	1	-25	4	-3	19	6	-4	-5	0
CN1CCN(c2nc(-c3cccnc3)nc3scc(-c4ccccc4)c23)CC1	2.8	-8	-4	-3	10	3	22	-14	4	-7	-43
COc1cc(C2CC(=O)Oc3ccc(C(C)(C)C)cc32)cc(OC)c1OC (stereo not given)	-0.6	-4	-6	-12	5	/	-4	-15	11	9	6
CCOc1ccc(-n2c(SCC(N)=O)nc3c(c2=O)SCC3)cc1	2.4	4	2	-29	-2	-2	-2	-5	-10	4	9
CCCCS(=O)(=O)C(=C1Nc2ccccc2N1)S(=O)(=O)CCCC	0.8	-10	-5	-9	3	1	-2	-4	-12	-12	6
O=C1CCC(=O)N1c1ccc(S(=O)(=O)Nc2ccc(Br)cc2)cc1	-0.7	-13	-2	17	0	0	-1	-5	-9	3	9
O=c1c2ccccc2c(-c2ccccc2)nn1-c1ccccn1	2.2	3	11	0	8	4	1	4	5	-4	14
CCOc1ccc(NC(=S)N(CCc2c(C)[nH]c3ccccc23)Cc2ccco2)cc1	-0.5	17	-16	-8	11	3	9	-5	18	-2	0
COc1ccc(-c2nnc(-c3cc4c(ccc5ccccc54)oc3=O)o2)cc1	2.1	-7	14	-10	0	0	-9&1	0	-4	-8	-13
Cc1ccc(CNC(=O)CCN2C(=O)[C@@H]3Cc4ccccc4CN3C2=O)cc1	0.9	7	10	14	12	1	-19	4	-4	-13	1
CC(=O)c1cc(CN2CCC(C(=O)Nc3cccc(-c4cscn4)c3)CC2)cs1	-0.2	34	-8	8	2	-1	14	9	-34	13	14
CC(NC(=O)c1ccc([N+](=O)[O-])cc1Cl)C1CC2CCC1C2 (stereo not given)	-0.8	2	3	-22	-31	6	-9	2	16	-5	-67
O=C(CN(c1ccc(F)cc1)S(=O)(=O)c1ccccc1)NCc1ccco1	1.6	-1	3	0	9	-2	1	-12	-8	-5	3
N#Cc1ccc(OCC(=O)NCCCN2CCCC2=O)cc1	-0.8	/	8	-32	7	/	3	-2	30	-13	7

In a second layout: results already given
Compound,iPSC survival up,TRPM1 prom inh,KKLEB cytotox,NR2E3 ag-1,Peg3 prom inh,NR2E3 ag-2,Shn3 inh set2,LMP1 NFkB inh,CF NFkB inh,C8 TRAIL sens,HIF-2a inh
CCOc1ccc(-n2c(SCC(N)=O)nc3c(c2=O)SCC3)cc1,2.4,4,2,-29,-2,-2,-2,-5,-10,4,9
CCCCS(=O)(=O)C(=C1Nc2ccccc2N1)S(=O)(=O)CCCC,0.8,-10,-5,-9,3,1,-2,-4,-12,-12,6
O=C1CCC(=O)N1c1ccc(S(=O)(=O)Nc2ccc(Br)cc2)cc1,-0.7,-13,-2,17,0,0,-1,-5,-9,3,9

Next part
SMILES	iPSC survival up	TRPM1 prom inh	KKLEB cytotox	NR2E3 ag-1	Peg3 prom inh	NR2E3 ag-2	Shn3 inh set2	LMP1 NFkB inh	CF NFkB inh	C8 TRAIL sens	HIF-2a inh
CC(C)(C)CN1CCNC[C@H]1Cc1cccc2ccccc12	-7.2	0	6	-21	-2	1	-19	10	-23	-3	-5
Cc1cccc(NC(=S)NCCc2ccccc2)c1C	-0.5	-2	-4	-18	-16	2	0	-10	-3	-14	-28
Cc1ccc2nc(NC(=O)C3CCN(S(=O)(=O)c4cnc[nH]4)CC3)sc2c1	-1.9	17	1	5	-3	2	-1	5	-13	0	-12
COc1ccc(CNC(=O)C(NC(C)=O)C(=O)Nc2ccc(C(C)C)cc2)cc1 (stereo not given)	-0.5	10	10	13	5	2	-3	0	-21	-2	19
